Screens as filed in PubChem.
Lung fibro prol – blocks proliferation of human lung fibroblasts; hit rate 1.1% among 85,000; LL 47 human lung fibroblast viability, ATP luminescence; hits give low values; viability, % at 10 µM; AID 719;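 active means viability at or below 50% in the single dose screen; inactive means viability above 50%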;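 further: compound exposure lasted 72 h before the ATP readout; 100% = median luminescence of untreated cell-only wells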
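test system = LL 47 human lung fibroblasts | amount = 1,150 fibroblasts seeded per well | medium = 15% FBS in IMEM | times = overnight cell rest, 72 h compound treatment at 37 °C | measured by = CellTiter-Glo luminescence measuring cellular ATP | read-out = viability percentage against median untreated-cell control | benchmarks = cell-only wells, no compound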
ERa coact inh – ER-alpha (human) coactivator binding inhibition. TR-FRET ER-alpha LBD / SRC-1 peptide, estradiol-bound. inhibition, % at 25.6 µM. hit rate 1.7% among 86,000; in the data active means inhibition above about 50%;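 further: 0% = receptor plus peptide control and 100% = peptide only without receptor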
Target sequence (P03372 whole entry, looked up, the tested form may be a part): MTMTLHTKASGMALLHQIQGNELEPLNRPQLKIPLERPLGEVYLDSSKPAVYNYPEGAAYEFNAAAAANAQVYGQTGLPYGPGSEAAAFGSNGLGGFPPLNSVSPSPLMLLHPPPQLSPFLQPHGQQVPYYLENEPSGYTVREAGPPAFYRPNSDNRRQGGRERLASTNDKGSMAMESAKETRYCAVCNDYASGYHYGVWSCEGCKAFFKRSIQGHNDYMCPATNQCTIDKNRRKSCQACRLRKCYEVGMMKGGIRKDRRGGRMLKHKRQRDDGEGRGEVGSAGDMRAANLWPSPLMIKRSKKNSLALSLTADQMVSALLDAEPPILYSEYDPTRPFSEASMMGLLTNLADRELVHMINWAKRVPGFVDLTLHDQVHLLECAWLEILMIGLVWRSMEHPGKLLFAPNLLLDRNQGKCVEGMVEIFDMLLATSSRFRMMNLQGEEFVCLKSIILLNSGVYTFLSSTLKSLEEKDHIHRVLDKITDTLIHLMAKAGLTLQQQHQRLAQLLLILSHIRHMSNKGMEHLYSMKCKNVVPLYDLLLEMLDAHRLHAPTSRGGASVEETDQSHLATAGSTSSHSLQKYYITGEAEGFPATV
Calb biofilm kill – kills Candida albicans biofilms. C. albicans biofilm + clotrimazole, Alamar Blue. inhibition, % at 6 µM. hit rate 0.14% among 85,000. AID 834;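 active means inhibition above 20%; inactive means inhibition below 20%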;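 further: preformed 24 hr biofilms exposed to compound for 48 hr; 0% = biofilm without compound and 100% = blank killed by clotrimazole plus chlorhexidine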
HUVEC inhibit – human endothelial cell proliferation inhibition | HUVEC proliferation, CellTiter-Glo luminescence, 72 h; hits give low values | viability, % at 10 µM (by protocol) | hit rate 1.1% among 86,000;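 active means viability at or below 30%; inactive means viability above 30%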;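 further: 100% = median luminescence of DMSO-only cell control wells on each plate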
ERa SRC1 pot – enhances coactivator binding to human estrogen receptor alpha. TR-FRET ERalpha-LBD/SRC-Cy5 coactivator binding, 2 h; 100 = basal binding, no effect. hit rate 1.3% among 86,000. coactivator binding (% of control), % at 25.6 µM. P03372. AID 639; in the data active means activity above about 200%;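 further: binding measured in presence of low estradiol as agonist stimulus; 0% = peptide alone without receptor and 100% = receptor with peptide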
Smad3 FoxH1 inh – Smad3 (human) transcription factor binding inhibition; P84022; TR-FRET Smad3/Dy647-FoxH1 peptide binding, europium anti-His; inhibition, % at 25 µM; hit rate 0.29% among 88,000; AID 630;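 active means compounds that reduce the energy-transfer binding signal between the protein and its labelled peptide by more than half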;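 further: 0% = Smad3 plus labelled peptide maximal FRET and 100% = peptide-only background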
Target sequence (P84022 whole entry, looked up): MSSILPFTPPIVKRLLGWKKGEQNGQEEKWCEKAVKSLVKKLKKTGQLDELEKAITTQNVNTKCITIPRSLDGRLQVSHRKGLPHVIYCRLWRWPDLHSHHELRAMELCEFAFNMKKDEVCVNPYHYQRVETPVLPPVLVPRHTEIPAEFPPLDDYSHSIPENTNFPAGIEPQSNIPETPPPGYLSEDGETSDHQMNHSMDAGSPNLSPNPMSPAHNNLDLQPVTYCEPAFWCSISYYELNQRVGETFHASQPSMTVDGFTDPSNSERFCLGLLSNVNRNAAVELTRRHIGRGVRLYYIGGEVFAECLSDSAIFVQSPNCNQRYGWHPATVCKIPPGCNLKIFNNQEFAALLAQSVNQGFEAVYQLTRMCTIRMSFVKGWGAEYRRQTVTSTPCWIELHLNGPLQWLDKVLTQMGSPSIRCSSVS
H69AR growth 86K – growth inhibitors of human H69AR lung tumor cells; viability, % at 10 µM; AID 598; H69AR lung tumor viability, ATP luminescence, 72 h; hits give low values; hit rate 6% among 85,000;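 active means viability at or below 40%; inactive means viability above 40%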;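 further: multidrug resistant small cell line overexpressing MRP-1 efflux transporter; 100% = mean luminescence of untreated control wells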
ERb SRC1 inh – ER-beta (human) coactivator binding inhibition. AID 633. inhibition, % at 25.6 µM. Q92731. hit rate 1.3% among 86,000. TR-FRET ER-beta LBD / SRC1-Cy5 peptide binding; receptor agonist-loaded with 1 µM estradiol;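 active means compounds whose percent inhibition of the receptor-coactivator binding signal exceeds about 50% in the single-dose screen, limit read from the data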;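 further: 0% = receptor plus peptide wells without compound and 100% = peptide-only wells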
sEH activator – soluble epoxide hydrolase (human) activation; P34913; purified human sEH enzymatic activity, activator screen; activation, % at 2 µM; hit rate 0.04% among 91,000; AID 717; in the data active means activation above about 37%; further: values of inactives mirror those of a sister screen read the other way
* hit, by the source's call; nt = not tested or not shown; [ ] = dose if it differs, or a comment.

Order of values: Lung fibro prol, ERa coact inh, Calb biofilm kill, HUVEC inhibit, ERa SRC1 pot, Smad3 FoxH1 inh, H69AR growth 86K, ERb SRC1 inh, sEH activator
> COc1ccc(S(=O)(=O)N2CCCC(C(=O)O)C2)cc1Cl (stereo not drawn)
 : 98, -6, -3, 98, 106, -5, 95, -10, -4
> CS(=O)(=O)Nc1ccccc1C(=O)NCc1ccco1
 : 111, -1, 2, 88, 106, 11, 88, 7, -11
> CCOc1ccc2cc(S(=O)(=O)n3ccnc3C)ccc2c1
 : 104, -2, -8, 109, 90, -11, 94, -6[fluorescence artefact?], -3
> Cn1c(CN2CCOCC2)nnc1SCC(=O)NCCc1ccccc1
 : 97, -6, 6, 100, 127, 2, 101, 10, -4
> COc1ccc(OC)c(NC(=O)C2C3C=CC(C3)C2C(=O)NCc2ccccn2)c1 (stereo not drawn)
 : 100, -7, 6, 87, 126[fluorescence artefact?], -6, 96, -5, -1
> Cc1nn(-c2cc(N3CCCCC3)ccc2[N+](=O)[O-])c(=O)c2ccccc12
 : 102, -6, 5, 103, 100, 2, 87, -13, -1
> CC(C)(C)NC(=O)NC(=O)COC(=O)COc1ccc2c(c1)CCC2
 : 100, -4, 3, 98, 95, -6, 82, -5, nt
> O=C(CC(c1ccccc1)c1ccccc1)NCc1cccnc1
 : 94, -4, 8, 106, 98, 13[fluorescence artefact?], 92, -14, -6
> CC(=O)Oc1ccc(C(=O)Nc2nnc(C)s2)cc1
 : 98, -4, 12, 97, 124, 2, 84, -1, 13
> CCc1ccc2[nH]c(=O)c(CN(Cc3ccccc3)Cc3nnnn3Cc3ccco3)cc2c1
 : 92, 11, 7, 82, 111, -6, 21*, 9, 10
> COc1ccc(C(=O)Nc2cccc(C)c2)cc1
 : 95, -1, 8, 96, 95, 11, 87, -8, -1
> CCOc1cc(-c2nc(-c3ccc(C)nc3OC)no2)cc(OCC)c1OCC
 : 95, 13, 8, 87, 156[fluorescence artefact?], 10, 90, 16, 10
> Oc1oc(-c2ccco2)nc1C=Nc1ccccc1
 : 103, -19[fluorescence artefact?], 8, 98, 121[fluorescence artefact?], 16, 76, -1[fluorescence artefact?], -9
> Cc1oc(C(=O)O)cc1COc1ccc2c3c(c(=O)oc2c1C)CCC3
 : 111, 9, 5, 99, 55, 2, 73, 15, 11
> C=CCNC(=O)c1ccncc1
 : 93, -4, 4, 101, 133, -6, 95, -1, 7
> Cc1nnc(SCc2cnc(-c3ccccc3)o2)[nH]c1=O
 : 104, -4, 8, 99, 113, 9, 99, 1, -2
> CCCCNC(=O)c1ccc(N2CCOCC2)c(NS(=O)(=O)c2ccc(OC)cc2)c1
 : 106, -7[fluorescence artefact?], nt, 108, 106, -16[fluorescence artefact?], 103, -12[fluorescence artefact?], nt
> COc1ccccc1-n1c(SCC(=O)Nc2ccc(F)cc2)nc2c(c1=O)SCC2
 : 96, 1, 5, 89, 119[fluorescence artefact?], -1, 20*, -3, nt
> O=c1[nH]cc(COCc2ccccc2)c(=O)[nH]1
 : 100, 0, 5, 84, 104, 7, 111, -1, -4
> O=C(Nc1nc(-c2ccc(S(=O)(=O)N3CCCC3)cc2)cs1)c1ccco1
 : 105, -5, 4, 82, 152[fluorescence artefact?], 5, 69, 1, 4
> CC(C)(C)S(=O)(=O)c1nc2ccccc2s1
 : 98, -3, -2, 90, 110, -7, 79, -9, 15
> N#CCSC1=Nc2ccccc2C2=NC(CCC(=O)N3CCN(c4ccccc4)CC3)C(=O)N12 (stereo not drawn)
 : 94, 20, 8, 102, 109[fluorescence artefact?], 4, 79, 9, 6
> COCC(=O)N(c1ccc(C(C)C)cc1)C1C=CS(=O)(=O)C1 (stereo not drawn)
 : 100, -14, 2, 101, 107, -9, 88, -10[fluorescence artefact?], -2
> CCOC(=O)C1C(=O)CC(C)(O)C(C(=O)OCC)C1c1cc(Br)ccc1OC (stereo not drawn)
 : 97, -6, 2, 101, 107, 8, 72, -6, -1
> CCN(CC)C(=O)c1cccc2c1C(=O)c1ccccc1-2
 : 96, -6, 6, 104, 117, 11, 92, -3, -6
> CC1(C)NC(=O)N(CC(O)COc2ccccc2C(=O)Nc2ccccc2)C1=O (stereo not drawn)
 : 98, 16, 0, 107, 104, -7, 85, 4[fluorescence artefact?], nt
> COc1ccc(C(=O)NCCc2nnc(SCc3nc4ccccc4c(=O)[nH]3)n2C)cc1
 : 96, 5, 6, 71, 92, 8, 80, -23, -2
> Cc1cc(C(=O)CSc2nnc(N)s2)c(C)n1CCc1ccc(Cl)cc1
 : 100, 9, 5, 81, 94, 10, 95, 7, -7
> COc1ccc(NC(=O)CN2CCC(C)CC2)cc1
 : 98, 3, nt, 96, 110, -5, 100, 1, -3
> Cc1cc(NC(=O)COC(=O)c2ccc(NS(=O)(=O)c3ccc(C)c(C)c3)cc2)no1
 : 100, 8, -8, 90, 92, 14[fluorescence artefact?], 106, 11, -8

3 structures already listed, arranged by count of non-hydrogen atoms, descending.
Order of values: Lung fibro prol, ERa coact inh, Calb biofilm kill, HUVEC inhibit, ERa SRC1 pot, Smad3 FoxH1 inh, H69AR growth 86K, ERb SRC1 inh, sEH activator
> N#CCSC1=Nc2ccccc2C2=NC(CCC(=O)N3CCN(c4ccccc4)CC3)C(=O)N12 (stereo not drawn)
 : 94, 20, 8, 102, 109[fluorescence artefact?], 4, 79, 9, 6
> O=C(CC(c1ccccc1)c1ccccc1)NCc1cccnc1
 : 94, -4, 8, 106, 98, 13[fluorescence artefact?], 92, -14, -6
> COc1ccc(NC(=O)CN2CCC(C)CC2)cc1
 : 98, 3, nt, 96, 110, -5, 100, 1, -3

Later entries:
Order of values: Lung fibro prol, ERa coact inh, Calb biofilm kill, HUVEC inhibit, ERa SRC1 pot, Smad3 FoxH1 inh, H69AR growth 86K, ERb SRC1 inh, sEH activator
> COc1ccc(S(=O)(=O)n2nc(OC(=O)c3ccc(C)cc3)cc2N)cc1
 : 108, 20, 5, 107, 75, 3, 93, 32[fluorescence artefact?], nt
> CCOC(=O)CSc1nc2cc(C(=O)N3CCC(C(N)=O)CC3)ccc2c(=O)n1-c1ccccc1
 : 92, 2, -2, 95, 104, 3, 93, -3, -1
> Cc1ccc(CCC(=O)Nc2nccs2)o1
 : nt, -4, 9, 96, 99, -6, 91, -1, -1
> Cc1nc2ccc(Br)cn2c1NC(C)(C)C
 : 97, 1, 2, 96, 108, 4, nt, -7, 18
> O=C(O)CCn1c(=O)sc2ccccc21
 : 114, 9, 9, 104, 96, -11, 99, 6[fluorescence artefact?], -6
> COc1ccccc1N1C(=O)CC(N2CCc3ccccc32)C1=O (stereo not drawn)
 : 98, 2, 8, 88, 105, 5[fluorescence artefact?], 88, 35, 21
> Cc1cc(C)c(S(=O)(=O)Nc2ccc(O)cc2)cc1C
 : 95, 2[fluorescence artefact?], -1, 110, 104, -22, 95, 7[fluorescence artefact?], 4
> CCOC(=O)[C@H]1CCC[C@@H](NS(=O)(=O)c2ccc(NC(C)=O)cc2)C1
 : 98, -8, -5, 102, 106, -7, 86, -4, -2
> Cc1cccc(CS(=O)(=O)Cc2ccc(C(=O)NCCN3CCCCC3C)o2)c1 (stereo not drawn)
 : 100, -3, 8, 94, 103, 6, 112, -6, nt
> Nc1ccccc1SCC(=O)N1CCc2ccccc21
 : 101, -5, 6, 83, 104, 3, 91, 6, nt
> O=C(CSc1nc2ccccc2c(=O)n1NC(=O)Cc1ccccc1)NCc1ccccc1
 : 102, -4, 1, 94, 87, 1, 93, -1, -3
> CCOc1ccccc1-c1nc(-c2cc3ccc(C)cc3[nH]c2=O)no1
 : 100, 27[fluorescence artefact?], 9, 89, 159, -3, 40*, 8, -6
> COc1ccccc1CNC(=O)Cn1cccc1
 : 99, 12, 1, 96, 106, -8, 106, -5, 9
> Cc1nc(=O)c(-c2ccccc2)c(C)n1-c1ccccc1C(=O)O
 : 101, -6, 8, 116, 129, 4, 96, 2, -8
> COc1ccc(S(=O)(=O)N[C@@H](Cc2ccccc2)C(=O)N2CC[C@@]3(O)CCCC[C@H]3C2)cc1
 : 100, -5, 4, 92, 111[fluorescence artefact?], 5, 69, -10, 6
> COc1ccccc1-c1nnc(-c2ccc(N3CCOCC3)cc2)o1
 : 93, -8, 5, 89, 96, 9, 48, -9, 1
> CC1(C)C2([N+](=O)[O-])CN(CCO)CC1([N+](=O)[O-])CN(CCO)C2
 : 97, 7, 6, 89, 76, -4, 79, 10[fluorescence artefact?], 1
> CC(=O)N(C)C1(c2nnnn2CCOC(=O)Nc2cccc3ccccc23)CCCC1
 : 97, 2, 5, 98, 102[fluorescence artefact?], 3, 91, -9, 0
> CCOc1ccc2nc(SCC(=O)Nc3ncccn3)[nH]c2c1
 : 105, -5, 10, 95, 76, 4, 109, 1, 9
> O=C(Nc1ccc(Oc2ccccc2)cc1)c1cnc2n(c1=O)CCS2
 : 89, 6[fluorescence artefact?], 12, 77, 133[fluorescence artefact?], -1, 78, 7[fluorescence artefact?], 16
> Cc1cc(N2CCN(c3nc(N4CCOCC4)nc4ccccc34)CC2)c2ccccc2n1
 : 96, -7, -3, 71, 108[fluorescence artefact?], 5, 50, -5, 12
> O=C(c1cccc(S(=O)(=O)N2CCCC2)c1)c1cccc(S(=O)(=O)N2CCCC2)c1
 : 87, -8, 8, 46, 115[fluorescence artefact?], 5[fluorescence artefact?], 73, -8, -3
> COc1ccc(C(=O)N2CCN(Cc3cc(OC)c(O)c(OC)c3)CC2)cc1OC
 : 98, -11, 6, 102, 118, 1, 92, -4, 16
> Cn1c(=O)c2c(nc(CN3CCN(Cc4ccccc4)CC3)n2Cc2ccccc2)n(C)c1=O
 : 98, -3, 20*, 98, 98, -4, 60, -7, nt
> O=C(NCCN1CCOCC1)C1CCC(=O)N1C1CCCCC1 (stereo not drawn)
 : 100, 1, 7, 106, 125[fluorescence artefact?], 5, 92, -9, 1
> CCC(C)c1ccc(O)c(NC(=O)c2cncc(Br)c2)c1 (stereo not drawn)
 : 90, -9, 3, 86, 95[fluorescence artefact?], -1, 76, -4, 6
> COc1ccccc1N1CCN(C(CNC(=O)C2CCCCC2)c2cccnc2)CC1 (stereo not drawn)
 : 97, 3, 13, 106, 89, -5, 96, 4[fluorescence artefact?], nt
> COC(=O)c1ccc(CN(C)S(=O)(=O)c2ccc(C)cc2)o1
 : 97, 1, -5, 104, 125[fluorescence artefact?], -8, 84, -1, nt
> Cc1ccc(CCP(=O)(O)CN2CCOCC2)cn1
 : 94, -3, 5, 93, 97, 0, 96, -2, 5

5 of the compounds above, tab-delimited.
SMILES	Lung fibro prol	ERa coact inh	Calb biofilm kill	HUVEC inhibit	ERa SRC1 pot	Smad3 FoxH1 inh	H69AR growth 86K	ERb SRC1 inh	sEH activator
COc1ccc(S(=O)(=O)N[C@@H](Cc2ccccc2)C(=O)N2CC[C@@]3(O)CCCC[C@H]3C2)cc1	100	-5	4	92	111[fluorescence artefact?]	5	69	-10	6
COc1ccccc1-c1nnc(-c2ccc(N3CCOCC3)cc2)o1	93	-8	5	89	96	9	48	-9	1
CC1(C)C2([N+](=O)[O-])CN(CCO)CC1([N+](=O)[O-])CN(CCO)C2	97	7	6	89	76	-4	79	10[fluorescence artefact?]	1
CC(=O)N(C)C1(c2nnnn2CCOC(=O)Nc2cccc3ccccc23)CCCC1	97	2	5	98	102[fluorescence artefact?]	3	91	-9	0
CCOc1ccc2nc(SCC(=O)Nc3ncccn3)[nH]c2c1	105	-5	10	95	76	4	109	1	9

Some of the compounds tested, so the mix of outcomes need not match the whole.
